# PAX8 inh HTS = lowers PAX8-driven luciferase in RMG-I cells | RMG-I TPO-luciferase reporter, SteadyGlo, 24 h | inhibition, % at 12.6 µM | 360,000 compounds, 1.2% hits | AID 652154;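 active means mean replicate inhibition at least 60% with every replicate also reaching 60%; inconclusive means only one of the two criteria is met; inactive means mean below 60% and not all replicates reaching 60%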;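 further: luciferase light reporting Pax8 driven TPO promoter activity; plate controls were median of neutral control wells for no effect and mitoxantrone controls for full effect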
# DENV2 CPE = DENV2-induced cell death inhibition. DENV2-infected cells, cytopathic effect rescue, plate reader. CPE inhibition, % at 9.99 µM. 350,000 compounds, 1.7% hits; in the data active means CPE inhibition above about 20%, passing the limit was not always enough; inconclusive means no clear call, values can overlap the other calls; tested in BHK-21 cells;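 further: 0% = median of neutral control wells and 100% = median of positive control wells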
# ARNT-TACC3 inh = ARNT/TACC3 interaction disruption; Q9Y6A5; AlphaScreen His-ARNT PAS-B/GST-TACC3 binding, luminescence; TACC3 fragment carries E629A point mutation; inhibition, % at 9.99 µM; 390,000 compounds, 0.66% hits; AID 623870;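 active means mean inhibition of replicates at least 50% and at least half of replicates each reaching 50%; inconclusive means half or more replicates reach 50% but mean below 50%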;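 further: 0% = complete ARNT plus TACC3 wells and 100% = ARNT alone without TACC3; many hits fall short of the cut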
# LGR2 antag = Drosophila LGR2 receptor signaling inhibition | HEK293 LGR2, CRE-luciferase, bursicon-stimulated, 4 h | inhibition, % at 9.99 µM | 380,000 compounds, 0.35% hits | AID 720647;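 active means drop in luminescence signal, shown as inhibition above about 50% in the replicate tests, limit read from the data, passing the limit was not always enough; inconclusive means probably only some replicates passing the limit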;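 further: agonist challenge used bursicon conditioned medium at about half maximal strength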
# CASP6 VEID inh = inhibitors of human caspase-6 | purified caspase-6, Z-VEID-R110 cleavage fluorescence | inhibition, % at 12.5 µM | 350,000 compounds, 0.53% hits | AID 686996;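 active means mean inhibition across replicates at least about 35%, with every replicate also reaching that limit, limit read from the data; inconclusive means only one of the two criteria met; inactive means neither criterion met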;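 further: 0% = median of neutral control wells and 100% = no fluorescence left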
# Target sequence (P55212 24-179 limits assumed): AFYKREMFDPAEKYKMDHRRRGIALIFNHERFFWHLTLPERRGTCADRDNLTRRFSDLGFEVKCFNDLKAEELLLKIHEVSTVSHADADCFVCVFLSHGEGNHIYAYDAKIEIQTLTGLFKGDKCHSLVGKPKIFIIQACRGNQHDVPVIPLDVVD
# Target sequence (P55212 194-293 limits assumed): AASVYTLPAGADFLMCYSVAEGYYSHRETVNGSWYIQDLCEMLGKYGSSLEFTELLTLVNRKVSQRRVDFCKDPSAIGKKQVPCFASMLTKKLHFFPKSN
# EWS-Fli block = blocks EWS/Fli oncoprotein-driven transcription; A673 NR0B1-luciferase reporter, viability-normalised; inhibition, % at 12.6 µM; 350,000 compounds, 0.67% hits;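 active means mean inhibition of at least 50% after viability correction, with every replicate also passing that limit; inconclusive means mean reaches 50% but only one of two replicates passes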;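 further: firefly luciferase signal divided by Alamar Blue viability fluorescence both relative to DMSO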
# SIRT5 block = inhibitors of human sirtuin-5 desuccinylase | Q9NXA8 | Purified SirT5, succinyl-peptide AMC, trypsin-coupled fluorescence | inhibition, % at 15 µM | 330,000 compounds, 1.1% hits | AID 652115; in the data active means inhibition above about 15%; inconclusive means no clear call, values can overlap the other calls
# Target sequence (Q9NXA8 whole entry, looked up): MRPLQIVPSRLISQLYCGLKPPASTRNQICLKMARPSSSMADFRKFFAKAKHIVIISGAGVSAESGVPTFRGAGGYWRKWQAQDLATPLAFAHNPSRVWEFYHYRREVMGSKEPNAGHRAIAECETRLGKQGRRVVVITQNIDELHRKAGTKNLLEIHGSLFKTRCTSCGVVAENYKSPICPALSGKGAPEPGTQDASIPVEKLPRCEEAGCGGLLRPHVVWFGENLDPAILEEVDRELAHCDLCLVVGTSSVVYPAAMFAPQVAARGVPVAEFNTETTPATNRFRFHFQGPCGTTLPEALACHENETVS
# * marks the source's active call; other numbers are inactive results; ? = inconclusive; . = no result given; & = joins results of further samples; ! = not active in a repeat. Rows were taken by chance; overall some 4.9% were active at least once.
SMILES,PAX8 inh HTS,DENV2 CPE,ARNT-TACC3 inh,LGR2 antag,CASP6 VEID inh,EWS-Fli block,SIRT5 block
O=C(CN1C(=O)c2ccccc2C1=O)Nc1ccc(S(=O)(=O)NCC2CCCO2)cc1 (centres undefined),.,-1,-2,-7,2,-5,-4
Cc1cc(OCC(=O)N(Cc2ccco2)c2c(N)n(Cc3ccccc3)c(=O)[nH]c2=O)ccc1Cl,9,2,-1,5,3,8,1
COc1ccccc1S(=O)(=O)N(C)C[C@@H]1Oc2cc(C#CCC(C)C)ccc2S(=O)(=O)N([C@H](C)CO)C[C@@H]1C,27,?,4&11,-6&14,0&3&6,17&20&32,23*!
O=C(O)C1=C(OCc2ccccc2)C(=O)NCC1,-6,3,-1,2,0,-6,-8
COc1ccc(NC(=O)N(C)C[C@H]2Oc3ccc(NC(=O)C4CC4)cc3CC(=O)N([C@H](C)CO)C[C@@H]2C)cc1,-16,24*,-4,4,1,-5,3
COc1ccc(/C=N/NC(=O)CC2N=C(Cc3ccccc3)NNC2=O)cc1OC (centres undefined),-3,-9,.,4,3,-8,-1
C[C@H](CO)N1C[C@H](C)[C@@H](CN(C)S(=O)(=O)c2cn(C)cn2)Oc2ccc(NC(=O)Nc3cccc4ccccc34)cc2CC1=O,11,86*,.,-4,2,12,6
CC(C)NC(=O)N(C)C[C@H]1Oc2ccc(NC(=O)CCCN(C)C)cc2C(=O)N([C@@H](C)CO)C[C@H]1C,-19,1,-2,7,-1,18,1
C[C@H]1CN([C@@H](C)CO)S(=O)(=O)c2ccc(C#CC3CCCC3)cc2O[C@H]1CN(C)Cc1cccnc1,14,-2,1,13,1,-11,9
COc1cc2c(cc1OC)C(C)N(C(=O)c1cccs1)CC2 (centres undefined),5,-4,-6,2,4,5,4
C[C@@H]1CN([C@H](C)CO)C(=O)c2cc(NS(=O)(=O)c3cccs3)ccc2O[C@@H](C)CCCCO[C@H]1CN(C)C(=O)C1CCCCC1,25,-1,.,-20,-2,-5,.
COc1cc(C(=O)Nc2nc(C)cc(C)n2)cc(OC)c1OC,15,-1,9,-9,0,12,-9
Cc1nc(N2CCOCC2)[nH]c(=O)c1C,-13,-5,-9,-7,-1,-12,-7
COc1ccc(NS(=O)(=O)c2cccc3cccnc23)cc1OC,16,-3,.,-7,2,8,3
C[C@H](NC(=O)[C@H]1[C@H](CO)[C@H]2Cn3c(ccc(-c4cccnc4)c3=O)[C@@H]1N2C)c1ccccc1,-12,4,-3,6,-1,-5,-7
NC(=O)CCn1ccc2ccccc21,7,1,-1,8,4,2,9
NC(=O)N=Nc1c2[nH]c3ccccc3nc-2c2ccccc12,-6,11,0,13,1,11,2
COC(CNC(=O)CNC(=S)N(CCCN1CCOCC1)Cc1cccs1)OC,-13,-5,1,-23,-4,1,-6
COc1ccc(/C=C/c2ccccc2)cc1[C@H]1[C@H]2C=CC[C@@H](C)[C@@H]2C(=O)N1Cc1ccccc1,-5,.,1,6,.,20,.
O=C(CCCCn1cnc2c(=S)nc[nH]c21)Nc1ccc(C(=O)O)c(O)c1,9,?,7,7,4,-3,.
C[C@@H]1CN([C@@H](C)CO)C(=O)c2cc(NC(=O)Nc3ccc(C(F)(F)F)cc3)ccc2O[C@H]1CN(C)C(=O)NC1CCCCC1,3,-12,2,-5,-1,-4,1
Cc1cc(C(=O)Nc2ccc3c(c2)OCO3)no1,-182,3,.,-19,0,.,0
COC(=O)[C@H](CC(C)C)NS(=O)(=O)c1c(F)cccc1F,2,1,.,-12,2,3,-2
CN(C)C(=O)c1ccc(-c2ccc3c(c2)[C@H]2[C@H](CCN2S(=O)(=O)c2ccccc2)[C@@H](CO)N3)cc1,-1,-5,-20,-4,.,2,.
Nc1ccccc1-c1ccc([N+](=O)[O-])cc1,15,-6,-3,8,-2,8,.
Cc1ccc(N(Cc2cc3ccc(C)cc3[nH]c2=O)C(=O)c2ccco2)c(C)c1,11,11,-5,-4,-3,9,-3
CCn1c(CCNC(=O)c2cccs2)n[nH]c1=S,51,3,-2,-14,-2,3,-5
CCN(c1ccc(OC)cc1)S(=O)(=O)c1nnc(NC(=O)COc2ccc(C)cc2)s1,.,.,-1,-14,5,.,5
Cc1nnc(N/N=C/c2c(Cl)cccc2Cl)n1N,1,-14,8,-1,4,-10,3
COc1ccc(NC(=O)COC(=O)C(NC(=O)c2ccc(C)cc2)C(C)C)cn1 (centres undefined),-3,-4,2,-6,6,3,-3
COc1cccc(/C=C/C(=O)NNC(=O)c2ccncc2)c1OC,-20,2,.,-12,-1,-3,5
CCOc1ccccc1NC(=O)C1CCN(S(=O)(=O)c2ccc(OC)c(OC)c2)CC1,.,-1,.,-6,1,4,1
C[C@@H]1CN([C@H](C)CO)C(=O)c2cc(-c3cccc(C#N)c3)cnc2O[C@H]1CN(C)Cc1ccc(F)cc1,.,17,7,-10,-1,6,-2
CCOC(=O)[C@@H]1[C@H]2COc3ccc(Br)cc3[C@H]2N2C(=O)N(c3ccc(C(F)(F)F)cc3)C(=O)[C@]12C,5,-9,-5,4,-6,8,.
CSc1nc(N2CCOCC2)c2c(c1C#N)CC(C(C)C)OC2 (centres undefined),-43,14,7,-15,-2,14,-4
Cc1cc(NC(=O)c2cc(-c3cccs3)on2)no1,.,.,-4,-94,-1,-4,4
CSCC[C@H](NC(=O)c1ccc(Cl)c(S(=O)(=O)N2CCCC2)c1)c1nc2ccccc2[nH]1,.,-12,0,-2,1,.,-6
CN(C)S(=O)(=O)c1ccc(N2CCCC2)c(C(=O)N2CCC(C(N)=O)CC2)c1,-3,5,0,3,-3,-8,-2
Cc1ccc(NC(=O)C2COc3ccccc3O2)c(C)c1 (centres undefined),-26,-8,4,-16,1,-52,1
C[C@H](CO)N1C[C@H](C)[C@H](CN(C)Cc2ccc(C(F)(F)F)cc2)Oc2ccc(NC(=O)C3CC3)cc2CC1=O,0,-12,3,-2,-6,-18,3
O=C1NC(Cc2ccccc2)c2nc3cc(F)ccc3c(=O)n2-c2ccccc21 (centres undefined),0,.,.,1,-1,-5,.
O=C(Nc1ccc(F)cc1)N[C@@H]1CC[C@H](CC(=O)N2CCOCC2)O[C@H]1CO,-1,15,-14,-4,-1,-4,0
NS(=O)(=O)c1ccccc1NC(=O)c1c(O)c2ccccc2[nH]c1=O,-130,-3,-14,-44,5,-44,-4
COCC(=O)N1CCCCN2[C@@H](CO)[C@@H](c3ccc(-c4ccc(F)cc4)cc3)[C@@H]2C1,11,28*,1,0,-3,.,1
C/C(=N\NC(=O)c1ccc(N2CCCC2=O)cc1)c1ccncc1,-10,-4,-8,8,10,0,-15
CC1CCCC(NC(=O)CN2C(=O)COc3ccccc32)C1C (centres undefined),-13,-6,8,6,-1,.,1
CCOc1cc(CNCc2ccncc2)cc(Cl)c1OC,24,-1,-4,-2,1,5,.
COc1ccc(NC(=O)Nc2ccc3c(c2)CC(=O)N([C@@H](C)CO)C[C@H](C)[C@@H](CN(C)Cc2ccc(Oc4ccccc4)cc2)O3)cc1,23,12,17,22,0,-9,23*
C[C@@H]1CCCCO[C@H](CN(C)Cc2ccc3c(c2)OCO3)[C@@H](C)CN([C@H](C)CO)C(=O)c2cc(NS(C)(=O)=O)ccc2O1,-2,-4,-9,-3,-3,17,-3
C[C@@H]1CN([C@@H](C)CO)C(=O)c2cc(C3=CCCC3)cnc2O[C@@H]1CN(C)C(=O)c1ccc2c(c1)OCO2,-3,?,-1,-3,2,-2,1
COc1ccc2c3c([nH]c2c1)[C@@H](CO)N(S(=O)(=O)c1cn(C)cn1)CC31CN(CC2CCOCC2)C1,.,0,.,-2,.,17,.
COc1cc(COc2ccc(-c3nnco3)cc2)ccc1OC(F)F,4,1,-4,-16,1,0,0
Cc1cc(C(=O)N2CCCC(N3CCN(c4cccc(Cl)c4)CC3)C2)no1 (centres undefined),9,1,.,1,0,.,0
COC(=O)c1cc(COC(=O)CNC(=O)c2ccc(Br)cc2)oc1C,10,-1,-13,-5,-1,1,.
CN(C(=O)COc1ccc(Cl)cc1Br)C1CCCCC1,-138,10,-6,-32,-1,.,-3
COc1ccccc1NC(=O)C1CCCN(S(=O)(=O)c2ccc3[nH]c(=O)ccc3c2)C1 (centres undefined),1,-5,-4,-8,0,6,.
CC(=O)Nc1cc(-c2ccc(N3CCN(C)CC3)cc2)cn2c(-c3ccc(F)c(Cl)c3)cnc12,-2,-3,.,0,-34,12,-3
Cc1cccc(CSc2nnc(CCCCCNC(=O)OC(C)(C)C)o2)c1,-1,-2,-10,-4,-1,1,-8
O=C(N/N=C/c1cccs1)c1cc(-c2ccncc2)nc2ccccc12,50,.,26,39,.,.,.
CC(C)(C)[C@H]1COC(=O)[C@@H](Cc2ccc(F)cc2)CC/C=C/C[C@@H](CC(=O)N[C@@H](CO)Cc2ccccc2)C(=O)N1,11,4,-7,-2,2,9,.
# (list continues)
SMILES,PAX8 inh HTS,DENV2 CPE,ARNT-TACC3 inh,LGR2 antag,CASP6 VEID inh,EWS-Fli block,SIRT5 block
CCC(=O)Nc1ccc2c(c1)OC[C@@H](C)N(Cc1ccccn1)C[C@H](C)[C@@H](OC)CN(C)C2=O,11,-2,-3,11,-2,-2,-4
CCCS(=O)(=O)NC(=O)C1(C)CCN1C(=O)Cc1ccc(Cl)cc1Cl (centres undefined),-7,-5,.,29,0,6,.
Cc1cccc(C)c1NC(=O)CNC(=O)Cn1nc(C)c(C)c(C#N)c1=O,-5,0,-8,-12,2,0,-1
Cc1ccc2nc(C)cc(N/N=C/c3cccc(O)c3)c2c1,13,2,7,-1,0,-3,8
Cc1cc(C(=O)CN2C(=O)NC(C)(c3cc(F)ccc3F)C2=O)c(C)n1C1CC1 (centres undefined),.,-8,-1,2,-1,1,-13
COc1ccc2c3c([nH]c2c1)[C@H](CO)N(C(=O)NC1CCCC1)CC31CN(C(=O)Nc2cccc(F)c2)C1,.,10,.,-7,-2,9,5
Cn1c(N)c(C(=O)CSc2nc3ccccc3c(=O)n2Cc2ccccc2)c(=O)n(C)c1=O,-39,6,-9,12,0,-16,-2
CC(=O)NNc1nc(-c2ccc(C)cc2)cs1,-45,-1,15,-24,2,-11,0
COc1cccc(C(=O)Nc2c(F)cccc2F)c1,-5,-2,-3,-30,5,-13,0
CCN(C(=O)c1cccc(Br)c1)C1CCS(=O)(=O)C1 (centres undefined),-4,-11,12,20,7,-2,1
O=C(NCCS(=O)(=O)N1CCN(c2ccccc2F)CC1)c1cc(=O)c2ccccc2o1,2,1,-1,-17,3,1,-2
CC1CC(C)CN(S(=O)(=O)c2ccc3c(c2)CC(=O)N3)C1 (centres undefined),1,-2,3,5,1,5,-3

# A draw from above in order of SMILES length, descending:
SMILES,PAX8 inh HTS,DENV2 CPE,ARNT-TACC3 inh,LGR2 antag,CASP6 VEID inh,EWS-Fli block,SIRT5 block
CCC(=O)Nc1ccc2c(c1)OC[C@@H](C)N(Cc1ccccn1)C[C@H](C)[C@@H](OC)CN(C)C2=O,11,-2,-3,11,-2,-2,-4
O=C(NCCS(=O)(=O)N1CCN(c2ccccc2F)CC1)c1cc(=O)c2ccccc2o1,2,1,-1,-17,3,1,-2
COc1cccc(C(=O)Nc2c(F)cccc2F)c1,-5,-2,-3,-30,5,-13,0

# (list continues)
SMILES,PAX8 inh HTS,DENV2 CPE,ARNT-TACC3 inh,LGR2 antag,CASP6 VEID inh,EWS-Fli block,SIRT5 block
COc1ccc(C(=O)N(CCc2ccccc2)Cc2cccs2)c(OC)c1,-2,?,11,-8,3,-5,2
O=C(Cc1ccccc1)N1CC(=O)N2[C@H](CO)[C@@H](c3ccc(C4=CCCC4)cc3)[C@@H]2C1,.,4,.,4,1,.,1
Cc1ccc([C@@H]2CC(=O)[C@@H]3CN(S(=O)(=O)c4ccc(C)cc4)[C@H](c4ccc(Cl)cc4)C[C@@H]3N2S(=O)(=O)c2ccc(Cl)cc2)cc1,-7,-2,.,-2,-4,-2,-2
Cc1cccc(N(Cc2cc3ccccc3[nH]c2=O)S(C)(=O)=O)c1,33,1,-5,2,4,-10,-2
C[C@H]1CN([C@@H](C)CO)C(=O)c2cc(C3=CCCCC3)cnc2O[C@H]1CN(C)C(=O)C1CCOCC1,11,5,1,-2,0,-1,-16

# Screening results from PubChem BioAssay.
